From PubChem BioAssay
RMI FANCM FP: RMI-FANCM interaction inhibition. 70,000 tested, 0.58% active. FP signal (polarization) at 33 µM. Fluorescence polarization, RMI core complex with F-MM2 peptide; hits give low values; in the data active = FP signal below about 40; also: inactives centre near 61; strong numbers were not always called active; unit not given here
Numbers without * were called inactive; & = joins results of further samples. These rows are one share of the data; rates above refer to the full screens.

SMILES	RMI FANCM FP
COc1cc(OC)cc(C(=O)Nc2nc(-c3ccc(Cl)cc3Cl)cs2)c1	84
O=C(Oc1nnc(SCCS(=O)(=O)c2ccc(F)cc2)n1C1CC1)c1cccs1	54
Cc1nnc(SCC(=O)N2CCOCC2)c2c1cnn2-c1ccc(F)cc1	61
Cc1cc(SC(=O)N/C=C/c2ccco2)c(C)cc1Cl	54
O=S(=O)(NCCOc1ccccc1)c1ccccc1	59
COC(=O)c1ccc(Cl)c(NC(=O)C(C)(C)C)c1	64
Cc1ccc(NC(=O)CSc2ccnc(=O)[nH]2)cc1	53
O=C(CS(=O)(=O)c1ccccc1)Nc1cccc2ccccc12	53
Cc1ccccc1Cn1cnc2c(cnn2CCNC(=O)c2ccc3c(c2)OCO3)c1=O	72
O=C(Cc1ccc(Cl)cc1)NCCc1ccc(N2CCCC2)cc1	76
O=C(NCCNC(=O)c1cccs1)c1ccc(NC(=O)C2CC2)cc1	68
CCOC(=O)N1CCN(C(=O)c2ccc(OC)c(I)c2)CC1	61
COc1ccccc1NC(=O)c1c(N)c(C(=O)c2cccc([N+](=O)[O-])c2)n2ccccc12	52
CCOC(=O)CNC(=O)CSc1nnc(Cn2c(=O)sc3ccccc32)n1CCc1ccccc1	63
O=C(O)CC1C(=O)NCCN1Cc1ccco1 (stereo not given)	54
COc1ccc(-c2ccc(C)c(NS(=O)(=O)CCc3ccccc3)c2)nn1	70
CCN1CCN(CC(O)COCCOc2cccc(OC)c2)CC1 (stereo not given)	58
CCC(C(=O)NCCn1ncc2c(N3CCCC3)nc(SC)nc21)c1ccccc1 (stereo not given)	65
O=C(CSc1n[nH]c(=O)c2cc(-c3cccs3)nn12)N1CCCc2ccccc21	71
CC(=O)N1CCN(C(=O)C(=O)NCCc2csc(-c3ccc(F)cc3)n2)CC1	113
CN(C(=O)COc1ccc(Cl)cc1Cl)C1CCCCC1	68
Cc1cc(NC(=O)c2ccc(S(=O)(=O)N(C)C)cc2)on1	68
O=S(=O)(NCCn1ncc2c(N3CCCC3)ncnc21)c1ccc(F)cc1	61
Cc1sc2nc(C)n(/N=C\c3cccs3)c(=O)c2c1C	60
COc1cc2[nH]c(=O)n(Cc3ccc(C(=O)NCC(C)c4ccccc4)cc3)c(=O)c2cc1OC (stereo not given)	62

Continued (7 carried over from the part before).
SMILES	RMI FANCM FP
O=C(CSc1n[nH]c(=O)c2cc(-c3cccs3)nn12)N1CCCc2ccccc21	71
CC(=O)N1CCN(C(=O)C(=O)NCCc2csc(-c3ccc(F)cc3)n2)CC1	113
CN(C(=O)COc1ccc(Cl)cc1Cl)C1CCCCC1	68
Cc1cc(NC(=O)c2ccc(S(=O)(=O)N(C)C)cc2)on1	68
O=S(=O)(NCCn1ncc2c(N3CCCC3)ncnc21)c1ccc(F)cc1	61
Cc1sc2nc(C)n(/N=C\c3cccs3)c(=O)c2c1C	60
COc1cc2[nH]c(=O)n(Cc3ccc(C(=O)NCC(C)c4ccccc4)cc3)c(=O)c2cc1OC (stereo not given)	62
Cc1cc(-c2nn(C)c(=O)c3ccccc23)cc(C)c1O	58
O=C1C2C3c4ccccc4C(c4ccccc43)C2C(=O)N1c1ccc(S(=O)(=O)Nc2nccs2)cc1 (stereo not given)	59
C#C[C@]1(O)CC[C@H]2[C@@H]3CCc4cc(O)ccc4[C@H]3CC[C@@]21C	60
COc1ccc(NC(=O)Cn2nc(SC)c(S(=O)(=O)c3ccc(F)cc3)c2N)cc1OC	61
Clc1ccc(N2CCN(/N=C\c3ccc4c(c3)OCO4)CC2)cc1	57
NNc1nc2ccc(F)cc2s1	55
COc1ccc(OC)c(Sc2cc(-n3cccc3)c(Cl)cc2[N+](=O)[O-])c1	54
Oc1c(Br)cc(Br)cc1/C=N\n1cnnc1	-6
O=C1Nc2ccccc2Oc2ccc(NS(=O)(=O)Cc3ccccc3Cl)cc21	55
CC(C)(C)C(=O)N1CCc2ccc(NC(=O)COc3ccc(Cl)cc3Cl)cc21	76
[N-]=C=N[n+]1ccc2ccccc2c1C(=O)c1ccc(Cl)cc1	58
Cc1ccc(NC(=O)CSc2ncnc3c2oc2ccccc23)cc1Cl	61
COc1ccc(OC)c(-c2ccc(=O)n(CCNC(=O)Nc3ccccc3Cl)n2)c1	70
Cc1ccc(C)c(CSc2nc3[nH]ncc3c(=O)[nH]2)c1	55
CCCc1cc(C(=O)OC)c(N2C(=O)C=CC2=O)s1	68
CC12CC3CC(C1)CC(CC(=O)NNC(N)=O)(C3)C2	66
Cc1noc(C)c1S(=O)(=O)Nc1ccc(-c2cn3c(n2)SCC3)cc1	55
COc1cc(C(=O)NCC2CCN(Cc3ccco3)CC2)cc(OC)c1OC	74
O=C(CSc1ncnc2c1cnn2-c1ccc(F)cc1)NCc1ccco1	66
CC(=O)c1nnn(-c2cc(Cl)cc(Cl)c2)c1C	56
Cc1cc(C(=O)N2CCC(c3nnc(-c4ccco4)o3)CC2)no1	60
CC(C)C(=O)Nc1ccc(C(=O)NCCNC(=O)COc2ccccc2)cc1	66
COC(=O)c1ccc(COc2ccc(NC(C)=O)cc2)o1	54
CCOC(=O)c1cnc(C(F)(F)F)nc1Oc1ccccc1	55
O=C(Cc1cccs1)Nc1ccc(N2CCOCC2)cc1	57
SMILES	RMI FANCM FP
CCOC(=O)c1csc(-c2ncc(C(F)(F)F)cc2Cl)n1	61
CC1CN(c2ccc(NS(=O)(=O)c3ccccc3)cc2C(=O)O)CC(C)O1 (stereo not given)	54
COc1ccc2nc(-c3cccc(NC(=O)c4c(F)cccc4F)c3)cn2n1	71
O=C(c1ccc(S(=O)(=O)N2CCOCC2)cc1)N(C(=O)N1CCCCC1)c1cccc(Cl)c1	56
COc1ccc(NS(=O)(=O)c2cn(C)cn2)cc1	60
Cc1csc(CN2CCN(C(=O)c3cccs3)CC2)n1	61
COc1ccccc1NC(=O)CSc1oc(-c2ccco2)nc1S(=O)(=O)c1ccc(F)cc1	85
N=C(N1CCN(C(=N)C(Cl)(Cl)Cl)CC1)C(Cl)(Cl)Cl	68
COc1ccc(N2CCN(CCNC(=O)c3ccc(S(=O)(=O)N(C)C)cc3)CC2)cc1	62
Cc1ccc(NC(=O)c2cc(Br)cc3c2OCC3)cc1	56
O=C1Cc2cc(NC(=O)c3cccc(Br)c3)ccc2N1	58
COc1ccc(C(=O)NCCn2ncc3c(=O)n(Cc4cccc([N+](=O)[O-])c4)cnc32)c(OC)c1	65
Cc1cc(C(=O)NCCOc2ccc(F)cc2)ccc1[N+](=O)[O-]	61
CSc1ccccc1NC(=O)c1ccc(Cl)s1	68
CC(=O)c1sc(NC(=O)c2cc(Cl)ccc2[N+](=O)[O-])nc1-c1ccccc1	61
O=C(Cn1cnc2c(-c3ccc(Cl)cc3)csc2c1=O)N1CCN(c2ccc(F)cc2)CC1	60
CC(C)CCN1C(=O)C(C)(C)COc2ccc(NC(=O)Oc3ccccc3)cc21	70
CN(/C=C1\Oc2cc(O)ccc2C1=O)Cc1ccccc1	14*
Cc1cccc(NC(=O)CSc2nc3c(c(=O)[nH]2)CN(Cc2ccc4c(c2)OCO4)CC3)c1C	56&61
CCCCC(C(=O)N/N=C/c1ccccn1)C(=O)N/N=C/c1ccccn1	61
CCNS(=O)(=O)c1cc(C(C)C)ccc1OCC	56
C(=N/Nc1nc(-c2ccccc2)cs1)/c1cccs1	52
COc1ccc(CCS(=O)(=O)Nc2ccc3c(c2)N(C(=O)c2ccccc2)CCC3)cc1	69
COCCNS(=O)(=O)c1ccc(F)c(Cl)c1	70
NS(=O)(=O)c1ccc2nc(NC(=O)c3cccc(C(F)(F)F)c3)sc2c1	60
SMILES	RMI FANCM FP
COc1ccccc1NC(=O)CCCn1nc(-c2ccc(C)cc2)ccc1=O	73
O=C(NCCCO)Nc1ccc(Cl)c(Cl)c1	60
O=[N+]([O-])c1ccc(S(=O)(=O)Nc2ccc3c(c2)N(S(=O)(=O)c2cccs2)CCC3)cc1	57
COc1ccc2c(c1)O/C(=C\c1ccc(OS(C)(=O)=O)cc1)C2=O	70
COC(=O)c1ccc(CSc2nnc(NC(=O)C3CC(=O)N(c4ccc(C)c(C)c4)C3)s2)o1 (stereo not given)	59
CCC(=O)NCC(c1ccco1)N1CCN(c2ccccc2)CC1 (stereo not given)	54
Cc1sc(NC(=O)CS(=O)(=O)c2ccc(Cl)cc2)c(-c2nc3ccccc3s2)c1C	74
CS(=O)(=O)N1CCC(C(=O)N2CCN(c3nc4c(F)cc(F)cc4s3)CC2)CC1	63
CSc1cccc(-n2nnc(C(=O)OCc3nc(-c4ccc(C)cc4)oc3C)c2C)c1	71
CCOc1cccc2sc(NC(=O)c3ccc(OC)cc3)nc12	58
Cc1cc(=O)[nH]c(-n2nc(C)c(CCC(=O)NCc3ccc(F)cc3)c2C)n1	63
CC(C)COc1cccc(OCC(=O)Nc2cccc(Cl)c2)c1	63
CC(C)NC[C@@H](O)c1ccc(O)c(O)c1	57&51&52
O=C(O)C1CC=CCC1C(=O)NCCc1csc(-c2ccccc2)n1 (stereo not given)	62
Cc1nn(C(=O)c2cc3c(s2)CCCC3)c(C)c1Sc1ccc(F)cc1	59
O=c1c2c(F)cccc2nc2sc3ccc(Cl)cc3n12	57
COc1cc(Br)cc2cc(C(=O)Oc3cccc4cccnc34)c(=O)oc12	57
CC(=O)[C@H]1CC[C@H]2[C@@H]3CC=C4C[C@@H](O)CC[C@]4(C)[C@H]3CC[C@]12C	62
CCOC(=O)CCC(=O)N1CCN(Cc2nc(-c3cccc(OC)c3)cs2)CC1	61
Cc1ccccc1-c1ccc(N2CCN(C(=O)COc3ccc4c(c3)OCO4)CC2)nn1	68
CC(=O)N1CCN(c2ccc(C=O)cc2)CC1	57
CC1CCCN(S(=O)(=O)c2cc3cc(Br)ccc3oc2=O)C1 (stereo not given)	62
CC1CCCCC12NC(=O)N(CC(=O)Nc1ccc([N+](=O)[O-])cc1)C2=O (stereo not given)	61
O=[N+]([O-])c1ccc(S(=O)(=O)Nc2cc3cccc4ccc5cccc2c5c43)cc1	54
CCOC(=O)N1CCc2c(sc3[nH]c(=S)n(-c4ccccc4)c(=O)c23)C1	55

Among those listed so far, these contain an NH in an aromatic ring.
SMILES	RMI FANCM FP
Cc1ccc(NC(=O)CSc2ccnc(=O)[nH]2)cc1	53
O=C(CSc1n[nH]c(=O)c2cc(-c3cccs3)nn12)N1CCCc2ccccc21	71
COc1cc2[nH]c(=O)n(Cc3ccc(C(=O)NCC(C)c4ccccc4)cc3)c(=O)c2cc1OC (stereo not given)	62
Cc1ccc(C)c(CSc2nc3[nH]ncc3c(=O)[nH]2)c1	55
Cc1cccc(NC(=O)CSc2nc3c(c(=O)[nH]2)CN(Cc2ccc4c(c2)OCO4)CC3)c1C	56&61
Cc1cc(=O)[nH]c(-n2nc(C)c(CCC(=O)NCc3ccc(F)cc3)c2C)n1	63
CCOC(=O)N1CCc2c(sc3[nH]c(=S)n(-c4ccccc4)c(=O)c23)C1	55

(list continues)
SMILES	RMI FANCM FP
O=C(Cc1csc(Nc2cccc(C(F)(F)F)c2)n1)NC1CC1	55
OC(COc1ccc(OCC(O)CN2CCc3ccccc3C2)cc1)CN1CCc2ccccc2C1 (stereo not given)	63
COc1ccc(Cl)cc1NC(=O)N1CCC(c2nnc(-c3ccco3)s2)CC1	62
CCn1cc(NC(=O)N(CCO)Cc2ccccc2)c2ccccc21	51
CCOc1ccc(NC(=O)CSc2ncc(S(=O)(=O)c3cccs3)c(N)n2)cc1	74
Cc1cccc(C(=O)NCCCn2nc(-c3ccc(Cl)cc3)ccc2=O)c1	65
CCn1nc(C(=O)N=c2sc3cc(OC)ccc3n2CCSC)cc1C	65
COc1cccc(NC(=O)c2sc(C)nc2-c2ccc([N+](=O)[O-])cc2)c1	58
O=C(CSc1ncnc2ccccc12)Nc1nccs1	74
Cc1cc(C)n(-c2ccc(-n3cccc3/C=C(\C#N)S(C)(=O)=O)cc2)n1	63
O=C(Cc1csc(NS(=O)(=O)c2ccc(Cl)cc2)n1)Nc1ccc2c(c1)OCCO2	50
O=C(CSc1ccc(F)cc1)Nc1cccc2ccccc12	53
Cc1cccc(NC(=O)N2CCOCC2)c1C	58
CC1Cc2ccccc2N1c1ncnc2nc[nH]c12 (stereo not given)	61
CC1CCc2c(sc(NC(=O)c3ccc4ncsc4c3)c2C(N)=O)C1 (stereo not given)	121
C#CC1(OCC(O)CN2CCN(CCN3C(=O)c4cccc5cccc(c45)C3=O)CC2)CCCCC1 (stereo not given)	71
O=S(=O)(c1ccccc1Cl)N1CCN(c2ccc(-c3cccnc3)nn2)CC1	66
c1cc(C(N2CCOCC2)N2CCOCC2)ccn1	64
Cc1ccc(S(=O)(=O)N=S(C)c2ccc(C(F)(F)F)cn2)cc1 (stereo not given)	55
CCOCCCNS(=O)(=O)c1cc(C)c(Br)cc1C	65
Cn1nc(-c2ccc(NC(=O)c3ccc4c(c3)OCO4)cc2)ccc1=O	54
CSC(=NS(=O)(=O)c1ccc(C)cc1)N(C)C	54
CCOC(=O)c1c(NC(=O)c2ccc(Br)s2)sc(C)c1C	79
NC(=O)c1oc2ccccc2c1NC(=O)C1CCCCN1S(=O)(=O)c1cccs1 (stereo not given)	56
CC(C)n1c(=O)c2ccc(C(=O)NC3CCCC3)cc2n2c(=O)n(Cc3cccc(Cl)c3)nc12	93
SMILES	RMI FANCM FP
O=C(Nc1ccc(C(F)(F)F)cc1)C(=O)NC1CCCCCC1	56
O=c1cc(CSc2n[nH]c(=O)n2-c2ccc(Cl)cc2)c2ccc(O)cc2o1	53
Cc1sc(NC(=O)C2=COCCO2)c(-c2nc3ccccc3s2)c1C	57
COC(=O)c1ccc(CSc2nc(-c3ccc(OC)cc3)ns2)o1	59
Cc1cc(C(F)(F)F)nc2c(-c3noc(-c4ccccc4)n3)cnn12	72
Cc1ccc2nc(N(CCN(C)C)C(=O)c3ccc(S(=O)(=O)N4CCCCCC4)cc3)sc2c1	90
Cc1ccc(C23CC4CC(CC(C(=O)N(C)C)(C4)C2)C3)cc1	67
Cc1cccc(N2CCN(c3c(C(=O)c4ccccc4)cnc4cc5c(cc34)OCCO5)CC2)c1C	63
CCCN(CCC)S(=O)(=O)c1ccc(Br)c(OC)c1	61
CC(NC(=O)OC(C)(C)C)C(N)=O (stereo not given)	52
